High-throughput results (PubChem BioAssay)
GDH-TPI counter – counter-screen for M. tuberculosis FBA inhibitors: GDH-TPI coupled enzymes. GDH-TPI coupled enzyme counterscreen, NADH absorbance. inhibition, % at 4.8 µM. hit rate 1.2% among 360,000;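 also: 0% = DMSO wells and 100% = wells lacking the enzyme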
FadD28 FP inh – M. tuberculosis FadD28 bisubstrate binding inhibition. FadD28 bisubstrate probe binding, fluorescence polarization. inhibition, % at 12.5 µM. hit rate 0.22% among 360,000; in the data active = inhibition above about 8.5%, passing the limit was not always enough; inconclusive = no clear call, values can overlap the other calls
Mtb FBA inh – Mtb fructose-bisphosphate aldolase inhibition; purified M. tuberculosis FBA, fluorescence read-out; inhibition, % at 1 µM; hit rate 2.3% among 360,000; P9WQA3; in the data active = inhibition above about 27%;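 also: 0% = vehicle and 100% = reference inhibitor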
Target sequence (P9WQA3 whole entry, looked up): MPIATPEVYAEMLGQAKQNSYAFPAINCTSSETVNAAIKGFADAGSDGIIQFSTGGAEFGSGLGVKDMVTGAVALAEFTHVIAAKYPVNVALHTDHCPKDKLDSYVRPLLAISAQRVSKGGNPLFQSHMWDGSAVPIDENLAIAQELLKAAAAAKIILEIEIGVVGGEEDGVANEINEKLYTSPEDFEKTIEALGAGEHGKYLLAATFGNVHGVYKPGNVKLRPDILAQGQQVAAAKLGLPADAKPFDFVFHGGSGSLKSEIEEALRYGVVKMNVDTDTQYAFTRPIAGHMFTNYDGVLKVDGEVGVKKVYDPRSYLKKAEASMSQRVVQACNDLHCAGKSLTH
BoNT F protease – blocks Botulinum neurotoxin F light chain protease | Multiplex microsphere protease cleavage assay, flow cytometry | inhibition, % at 10 µM | hit rate 0.22% among 360,000; in the data active = inhibition above about 35%, passing the limit was not always enough; inconclusive = no clear call, values can overlap the other calls; also: plate controls were buffer without enzyme for full effect and enzyme alone for no effect
Mtb BioA inh – blocks M. tuberculosis BioA enzyme activity. purified M. tuberculosis BioA enzyme, plate reader. inhibition, % at 9.99 µM. hit rate 0.096% among 360,000. AID 602481; in the data active = inhibition above about 40%; inconclusive = no clear call, values can overlap the other calls
UGM FP inh – Mtb UDP-galactopyranose mutase inhibition; P9WIQ1; purified UGM, fluorescence polarization probe displacement; inhibition, % at 10 µM; hit rate 0.06% among 320,000; in the data active = inhibition above about 10%, passing the limit was not always enough; inconclusive = no clear call, values can overlap the other calls
Target sequence (P9WIQ1 whole entry, looked up): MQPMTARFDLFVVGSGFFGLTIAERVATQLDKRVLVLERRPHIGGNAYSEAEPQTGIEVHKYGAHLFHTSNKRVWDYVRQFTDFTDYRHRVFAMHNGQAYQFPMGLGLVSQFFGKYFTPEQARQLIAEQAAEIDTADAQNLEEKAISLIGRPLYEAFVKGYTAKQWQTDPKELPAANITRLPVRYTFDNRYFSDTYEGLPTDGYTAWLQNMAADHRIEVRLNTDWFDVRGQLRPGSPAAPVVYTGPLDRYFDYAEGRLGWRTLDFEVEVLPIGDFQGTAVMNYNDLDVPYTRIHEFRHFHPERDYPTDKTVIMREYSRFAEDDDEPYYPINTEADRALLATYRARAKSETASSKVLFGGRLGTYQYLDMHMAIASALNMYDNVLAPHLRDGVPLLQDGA
PrPC surface inh – reduces human prion protein on the cell surface. inhibition, % at 13.8 µM. P04156. cell surface PrPC, TR-FRET read-out. hit rate 0.43% among 370,000. AID 720596; in the data active = inhibition above about 24%; also: 0% = median of the test wells and 100% = reference compound wells
BoNT-A LC inh2 – blocks Botulinum neurotoxin A light chain protease; hit rate 0.17% among 360,000; inhibition, % at 10 µM; multiplex microsphere protease substrate cleavage, flow cytometry; AID 588499; in the data active = inhibition above about 30%; inconclusive = no clear call, values can overlap the other calls; also: plate controls were buffer without enzyme for full effect and enzyme alone for no effect
CCHF vOTU inh – CCHFV vOTU protease inhibition; Pep-AMC fluorescence; inhibition, % at 11.5 µM; hit rate 0.55% among 370,000; also: 0% = vehicle wells with enzyme and 100% = no enzyme wells
An asterisk follows results filed as active; ? = inconclusive; · = not tested or not shown; + = active, no number; & = joins results of further samples. Rule as the data show it, unless noted: active = inhibition above about 30%; inactive = the rest.

SMILES	GDH-TPI counter	FadD28 FP inh	Mtb FBA inh	BoNT F protease	Mtb BioA inh	UGM FP inh	PrPC surface inh	BoNT-A LC inh2	CCHF vOTU inh
O=C(Nc1ccc2oc(=O)ccc2c1)c1cccnc1Cl	16	-0.1	6	4	2.8	-2.8	-9	-1.0	-6
Cc1noc(C)c1COc1ccccc1C(=O)N1CCN(S(=O)(=O)c2ccc(C(C)C)cc2)CC1	6	0.7	-4	1	0.6	·	-12	0.6	7
C/C(=N\NC(=O)c1ccc(N(C)C)cc1)c1cccnc1	16	-0.2	2	-6	0.4	-1.1	-1	1.5	7
O=C(CCNC(=O)c1ccc(Br)cc1)NCc1ccco1	2	-0.4	-2	-7	-0.5	0.1	7	1.0	20
COC(=O)c1ccc(-c2ncc[nH]2)cc1	3	-1.3	+	-5	·	-0.1	0	-0.7	-43
CC(NC(=O)CSc1nc2c(cc1C#N)CN(C)CC2)c1ccccc1 (stereo not drawn)	-1	-2.9	0	-124	·	7.1	-19	3.3	20
C[C@H](CO)N1C[C@H](C)[C@H](CN(C)C(=O)CCC(F)(F)F)OCc2cnnn2CCCC1=O	12	0.6	3	-2	-0.7&-0.5	·	-2	0.0	-2
Cc1nc(N2CCCCC2)[nH]c(=O)c1CN(C)N=O	13	-2.0	0	6	0.2	·	-10	0.2	5
CCN(CC)Cc1cc(CC(C(N)=O)C(N)=O)ccc1OC	-2	-2.8	20	6	-0.4	2.0	-3	-0.3	-6
COc1c(O)cccc1-c1nnn(CCC(=O)OCC(=O)c2ccccc2)n1	2	-0.3	1	-13	-0.8	-1.5	6	?	4
CN(C)S(=O)(=O)c1cccc(-c2nn(-c3ccccc3)cc2/C=C2\SC(=S)NC2=O)c1	22	-2.3	-5	1	·	-1.5	-2	1.2	10
O=C(NCc1ccco1)c1ccc(CS(=O)c2ccccc2Cl)o1 (stereo not drawn)	6	-1.8	0	0	0.1	·	13	0.2	6
CCCn1nnnc1NCc1c(F)cccc1Cl	-2	-3.8	68*	-1	·	-0.1	5	-0.1	13
COc1cccc(C(=O)NCCS(=O)(=O)N2CC(C)CC(C)C2)c1 (stereo not drawn)	17	-1.6	-4	-5	-2.1	-0.3	-7	-3.0	-5
CC(=O)c1ccc(N(CC(=O)NC2CCCC2)C(=O)CCC(=O)Nc2cc(C)on2)cc1	1	0.9	-2	2	1.0	0.7	-13	-1.2	13
CC(=O)N1CCCc2cc(S(=O)(=O)CCC(=O)N3CCN(c4cccc(C)c4)C(C)C3)ccc21 (stereo not drawn)	2	-1.6	-1	-5	-0.5	2.7	10	0.0	-7
CCCn1c(N)c(C(=O)COc2ccc(Br)cc2F)c(=O)n(C)c1=O	-5	-3.3	2	1	-0.8	-2.0	15	-0.9	-3
CCOC(=O)C(=CNc1nc(-c2ccccc2)c(C(=O)Nc2ccc(-c3ccccc3)cc2)s1)C(=O)OCC	6	-1.1	-1	-2	-0.7	-1.6	-3	-4.1	10
NP(=O)(OCCCCc1ccccc1)Oc1ccccc1Cl (stereo not drawn)	3	-1.8	-1	7	-1.4	-2.1	8	0.7	9
COc1ccc(NC(=O)c2ccco2)cc1NC(=O)c1ccc(C#N)cc1F	8	-1.0	6	1	0.4	1.3	-10	2.6	0
O=C(NNC1CCN(Cc2ccccc2)CC1)c1ccccc1	9	-1.9	-1	0	-0.6	·	5	0.1	-16
CC(=O)c1ccc(NC(=O)CCNS(=O)(=O)c2cc(Br)cnc2N)cc1	8	-3.7	6	8	-1.6	-0.4	-7	1.7	9
COc1ccc(-c2cn(Cc3ccc4c(c3)C(=O)c3ccccc3C4=O)nn2)cc1	2	1.0	0	-4	-0.5	0.4	-2	-0.4	4
Cc1ccc(S(=O)(=O)CCC(=O)N2CCc3ccccc32)cc1	-6	-1.8	0	6	·	-1.1	3	-0.6	19
CNc1ccc(/C=C\CCCO)cn1	23	-2.0	115*	-3	-1.5	·	-5	-0.5	-102
COc1cc2c(cc1OC)C(C1C(=O)CC(C)(C)CC1=O)N(C(=O)CCl)CC2 (stereo not drawn)	6	-1.5	25	-1	·	-3.5	-3	-1.0	-46
Cc1ccccc1Nc1nc(=O)c2cc([N+](=O)[O-])ccc2s1	20	0.9	-4	-1	1.1	-0.6	-2	0.4	17
Cc1ccn2c(NCc3ccc4c(c3)OCO4)c(-c3ccc(O)cc3)nc2c1	21	0.1	18	-7	-3.2	0.9	-1	-4.0	-2
COc1ccc(CNC(=O)c2c(F)c(F)c(F)c(F)c2F)cc1	9	-3.5	1	-3	·	1.3	3	0.0	-9
Cc1ccc(P(C)(=O)c2ccc(C)cc2)cc1	8	-1.3	3	-16	2.1	-5.8	-4	-1.3	6
CC(C)NC(=S)NC(=O)/C=C/c1cccc2ccccc12	12	1.1	2	-3	-0.4	-0.7	0	0.5	-8
Cc1nonc1OC(C)CNCCNc1ccc([N+](=O)[O-])cc1 (stereo not drawn)	15	-1.9	-7	·	0.5	-0.2	-10	·	-6
COc1cccc(NC(=S)N2c3ccccc3CC2C)c1 (stereo not drawn)	13	-2.2	1	11	-1.1	-0.6	-3	2.6	-5
COc1ccccc1NS(=O)(=O)c1ccc(N2CCOCC2)c(NC(=O)c2ccco2)c1	8	-3.1	6	3	·	-2.0	7	0.0	-4
CC(C)=CCN1CCN(Cc2cc3ccccc3[nH]2)CC1CCO (stereo not drawn)	8	-1.8	-4	6	0.2	-0.5	0	-2.1	5
CCOc1ccccc1N1CCN(C(=O)c2c(-c3c(F)cccc3Cl)noc2C)CC1	-8	-2.5	1	1	-1.2	-0.8	-2	4.0	-8
CC(C)(C)NC(=O)CN(Cc1cccs1)C(=O)CN1C(=O)C(=O)c2ccccc21	3	0.1	5	5	-2.3	0.6	-8	0.5	2
O=C(CCN1CCc2ccccc2C1)Nc1ccc(F)cc1	8	-1.9	1	-2	9.8	2.6	1	0.8	-6
Cc1ccccc1N1CCN(C2CCCN(C(=O)CSc3ccccn3)C2)CC1 (stereo not drawn)	7	0.2	0	-10	7.1	·	-17	0.1	-1
C/C=C1\NC(=O)[C@H](C)NC(=O)[C@@H](NC(=O)[C@@H](Cc2ccc(O)cc2)NC(=O)[C@@H](NC(=O)/C(C)=C/C)C(C)C)[C@@H](C)OC(=O)[C@H](CCCCc2ccc(O)cc2)NC(=O)[C@@H](CCC(=O)OC)NC1=O	·	-3.7	0	-3	-1.6	·	0	1.6	4

Exported with values under each structure: entries from further up
Below each SMILES: GDH-TPI counter, FadD28 FP inh, Mtb FBA inh, BoNT F protease, Mtb BioA inh, UGM FP inh, PrPC surface inh, BoNT-A LC inh2, CCHF vOTU inh
CC(C)NC(=S)NC(=O)/C=C/c1cccc2ccccc12
 : 12, 1.1, 2, -3, -0.4, -0.7, 0, 0.5, -8
Cc1nonc1OC(C)CNCCNc1ccc([N+](=O)[O-])cc1 (stereo not drawn)
 : 15, -1.9, -7, ·, 0.5, -0.2, -10, ·, -6

Compound profiles (already shown). Order of screens: GDH-TPI counter | FadD28 FP inh | Mtb FBA inh | BoNT F protease | Mtb BioA inh | UGM FP inh | PrPC surface inh | BoNT-A LC inh2 | CCHF vOTU inh
Cc1ccc(P(C)(=O)c2ccc(C)cc2)cc1 in the list: 8 | -1.3 | 3 | -16 | 2.1 | -5.8 | -4 | -1.3 | 6
Cc1ccn2c(NCc3ccc4c(c3)OCO4)c(-c3ccc(O)cc3)nc2c1 in the list: 21 | 0.1 | 18 | -7 | -3.2 | 0.9 | -1 | -4.0 | -2
CC(C)=CCN1CCN(Cc2cc3ccccc3[nH]2)CC1CCO (stereo not drawn) in the list: 8 | -1.8 | -4 | 6 | 0.2 | -0.5 | 0 | -2.1 | 5
O=C(CCN1CCc2ccccc2C1)Nc1ccc(F)cc1 in the list: 8 | -1.9 | 1 | -2 | 9.8 | 2.6 | 1 | 0.8 | -6

Further structures follow.
SMILES	GDH-TPI counter	FadD28 FP inh	Mtb FBA inh	BoNT F protease	Mtb BioA inh	UGM FP inh	PrPC surface inh	BoNT-A LC inh2	CCHF vOTU inh
O=C(NC(=S)Nc1ccccc1CO)C1CCCCC1	2	-1.9	-2	-2	1.3	2.3	7	-0.3	-17
Cc1nc(N2CCOCC2)c(C#N)c2c1COC(C)(C)C2	-5	-2.7	51*	-2	·	-1.6	1	-2.0	-39
CCCCn1cnc2c(SCc3ccccc3F)nc(N)nc21	8	-0.7	6	-4	·	·	12	-0.1	1
COc1ccc(C(CNC(=O)c2cc(C)oc2C)N2CCOCC2)cc1 (stereo not drawn)	6	-2.2	-4	6	2.7	0.4	-2	1.3	-1
COc1ccccc1Nc1nnc(SCC(=O)N2CCCC2=O)s1	19	-0.4	1	-16	-3.2	2.0	-4	-1.8	-1
CN(C)c1nc(F)c(F)c(S(=O)(=O)c2ccccc2)c1F	-9	-2.9	2	15	-0.4	0.3	0	-1.0	5
CN(CC(=O)Nc1ccccc1Br)C(=O)c1cccnc1Nc1cccc(C(F)(F)F)c1	-8	-8.2	-1	-1	-0.7	-3.7	-4	0.8	27
COc1ccc(-c2c(C#N)c(N)n(N)c(=O)c2C#N)cc1Cl	13	-8.8	4	-8	·	2.6	-3	-0.6	-3
CC(C)Oc1ccc(C(=O)NN2C(=O)NC3(CCCCC3)C2=O)cc1	-3	-0.3	1	2	-5.0	1.8	1	0.4	10
CCOC(=O)c1ccccc1NC(=O)COC(=O)c1cc([N+](=O)[O-])ccc1N1CCOCC1	2	0.0	-2	1	·	3.0	-9	1.5	4
CC1CCN(CCCCOc2ccc(C(C)(C)C)cc2)CC1	-1	-3.4	4	1	1.1	2.0	10	-1.0	6
CC(C)c1ccc(NC(=O)C2Cc3c(-c4ccc5c(c4)OCO5)ccnc3O2)cc1 (stereo not drawn)	9	0.4	20	-2	-0.1	·	4	-0.1	17
CCOC(=O)CC1C(=O)NCCN1S(=O)(=O)c1cc(Cl)c(Cl)cc1Cl (stereo not drawn)	0	-2.0	-5	1	·	-1.8	5	-0.6	-1
COc1ccc(-c2cn3cccnc3n2)cc1NC(=O)C1CCCC1	23	-0.4	16	-3	-3.3	1.6	0	-0.9	-29
c1ccc(-c2ccc3c(c2)NC(C2Nc4cc(-c5ccccc5)ccc4O2)O3)cc1 (stereo not drawn)	5	-0.5	21	0	-1.7	3.0	-4	0.9	-10
CCOC(=O)N(C)c1c(CC)nc2c(OCc3ccc(Cl)cc3Cl)cccn12	-1	-7.4	-1	-1	1.1	·	10	-0.8	24
CCOC(=O)NNC(=O)CCn1c2c(c3ccccc31)CCCC2	-1	-0.2	6	-10	·	-0.6	-6	-0.1	-8
Cc1ccc(S(=O)(=O)N2CCOCC2)cc1C(=O)OCCOc1cccc(Cl)c1	-4	-4.2	-2	-1	-0.2	-1.0	0	-1.4	-2
CCCCn1c(N)c(N(CC(C)C)C(=O)c2cc(C)oc2C)c(=O)[nH]c1=O	8	1.4	3	8	-3.6	-2.0	-1	0.8	6
Cc1ccc(S(=O)(=O)NCC(=O)N(CC2CCCO2)C(C(=O)NCC2CCCO2)C(C)C)cc1 (stereo not drawn)	6	-3.5	1	-6	-1.4	-2.3	-1	-3.7	-13
COc1ccc2[nH]c(=O)c(CN(C(=O)c3ccncc3)C(C)C)cc2c1	-1	-4.6	7	-4	·	-1.6	-4	0.0	-11
COc1ccc(/C=N/NC(=O)CC(=O)NCc2cccnc2)cc1	-1	0.7	1	-4	0.2	-3.4	3	-0.7	1
O=C(Nc1cccc(N=Cc2cc(Br)cc(Br)c2O)c1)c1ccco1	3	-0.2	-3	4	-1.8	0.6	-4	0.6	-11
Cc1nc(N2CCOCC2)nc(OCCN(C)C)c1[N+](=O)[O-]	12	-2.8	-4	1	·	-1.2	-1	0.5	-9
COc1ccccc1NC(=O)CCc1nc(-c2cccs2)no1	17	0.5	3	-63	-0.8	-0.6	1	-2.2	5
Cc1cccc(C)c1NC(=S)N(CCN(C)C)C(C)c1cccnc1 (stereo not drawn)	2	-0.3	2	-9	·	2.0	-4	-1.1	-4
COc1cc(OC)cc(C(=O)NCC(=O)OCc2ccc(Cl)c(Cl)c2)c1	7	-12	4	-8	-1.2	·	-3	-1.0	11
CC1(C)OC(=O)C(=CNc2ccccn2)C(=O)O1	5	-1.5	1	?	-0.6	2.3	0	-0.2	-15
c1ccc(OCCN2CCNCC2)cc1	7	1.1	-1	-1	-1.1	·	4	0.2	-18
CCc1ccc(-c2cc(C)no2)cc1S(=O)(=O)N1CCN(C(=O)c2ccco2)CC1	4	-3.8	0	-2	8.0	-1.0	5	-1.0	-2
